Screening data as filed in PubChem BioAssay.
S3 lipid droplet – qHTS Assay for Lipid Storage Modulators in Drosophila S3 Cells; hit rate 0.64% among 320,000; Drosophila S3 cells, BODIPY lipid droplet fluorescence, 18-24 h; cells fed with added oleic acid; lipid storage change, negative = inhibition, % at the top dose, mostly 46.1 µM; hits show Potency in µM; active means well fitted inhibition curve with a large enough effect in the signal ratio, with a control signal flat, not every such curve was filed as active; inconclusive means small, poorly fitted or top-dose-only effect, or effect the other way, or a change in a side signal; the % refers to the signal ratio
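Drosophila S3 cells loaded with oleic acid (400 uM, as added) and compounds at several concentrations; lipid droplets imaged by 488-nm laser-scanning cytometry, 500–530 nm intensity and object ratio to cell channel. Percent activity normalized to 20 uM Triacsin C.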
S3 lipid droplet cell count max – second read-out of S3 lipid droplet, no call of its own (marks repeat the call); cell number change, %; measured here: cell count max response;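 cells counted by Cell Tracker Red CMTPX staining in the red channel; peak over a dose series mostly up to 46.1 µM; percent activity relative to internal control wells on each plate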
* marks the source's active call; other numbers are inactive results. On the % scale 0 is the no-effect control and ±100 the full control effect; potency means the concentration at half of the fitted maximal effect.

Results for Cn1c(SCC(=O)Nc2ccc(F)cc2)nc2c([nH]c3ccccc32)c1=O ?
S3 lipid droplet: inconclusive

What do the screens show for `CN(CC(=O)Nc1c(Cl)cccc1Cl)C(=O)CCC(=O)c1ccccc1`?
S3 lipid droplet: -6%

How did Cc1ccc(S(=O)(=O)N2[C@@H](c3ccc(Cl)cc3)C(C(=O)O)=CC[C@H]2c2ccc(C(C)C)cc2)cc1 do in these assays?
S3 lipid droplet: inconclusive

Results for Cc1cccc(C(=O)NNC(=O)c2ccccc2-n2cccc2)c1 ?
S3 lipid droplet: -4%; S3 lipid droplet cell count max: 10

What do the screens show for `CCNC(=O)C(=O)Nc1ccc(OC)c(Cl)c1`?
S3 lipid droplet: inconclusive

How did COc1ccc(-c2cnc3n2CCCCC3)cc1 do in these assays?
S3 lipid droplet: -3%; S3 lipid droplet cell count max: 24

What do the screens show for `COc1ccc(C(=O)COC(=O)CCN2C(=O)C3C4CCC(C4)C3C2=O)cc1` (stereo not given)?
S3 lipid droplet: inconclusive

What do the screens show for `COc1ccc(C(=O)Nc2cc(C(=O)c3ccccc3)c(C)oc2=O)cc1`?
S3 lipid droplet: inconclusive

Results for O=C(NCC(=O)N1CC(O)CC1C(=O)N1CC(O)CC1C(=O)OCc1ccccc1)OCc1ccccc1 (stereo not given) ?
S3 lipid droplet: inconclusive

How did O=C1CSC(=S)N1c1ccc(O)cc1 do in these assays?
S3 lipid droplet: inconclusive

Results for O=C(Nc1cc(C(F)(F)F)ccc1Cl)c1ccc(NC(=O)C(F)(F)F)cc1 ?
S3 lipid droplet: inconclusive

What do the screens show for `COc1ccc(CNc2nc3c(c(=O)n(Cc4ccc(F)cc4)c(=O)n3C)n2C)cc1`?
S3 lipid droplet: inconclusive

How did COC(=O)c1ccccc1NC(=O)N1CCN(S(=O)(=O)c2ccc(Cl)cc2)CC1 do in these assays?
S3 lipid droplet: inconclusive

What do the screens show for `O=c1cc(CN2CCN(c3ccccc3F)CC2)c2cc3c(cc2o1)CCCC3`?
S3 lipid droplet: inconclusive

Results for CC(C)C(=O)Nc1ccc2c(c1)C(=O)NC2=O ?
S3 lipid droplet: 2%; S3 lipid droplet cell count max: 24

Reprinted from the listing, 12 compounds:
Results for Cn1c(SCC(=O)Nc2ccc(F)cc2)nc2c([nH]c3ccccc32)c1=O ?
S3 lipid droplet: inconclusive

What do the screens show for `CN(CC(=O)Nc1c(Cl)cccc1Cl)C(=O)CCC(=O)c1ccccc1`?
S3 lipid droplet: -6%

How did Cc1ccc(S(=O)(=O)N2[C@@H](c3ccc(Cl)cc3)C(C(=O)O)=CC[C@H]2c2ccc(C(C)C)cc2)cc1 do in these assays?
S3 lipid droplet: inconclusive

Results for Cc1cccc(C(=O)NNC(=O)c2ccccc2-n2cccc2)c1 ?
S3 lipid droplet: -4%; S3 lipid droplet cell count max: 10

What do the screens show for `CCNC(=O)C(=O)Nc1ccc(OC)c(Cl)c1`?
S3 lipid droplet: inconclusive

How did COc1ccc(-c2cnc3n2CCCCC3)cc1 do in these assays?
S3 lipid droplet: -3%; S3 lipid droplet cell count max: 24

What do the screens show for `COc1ccc(C(=O)COC(=O)CCN2C(=O)C3C4CCC(C4)C3C2=O)cc1` (stereo not given)?
S3 lipid droplet: inconclusive

What do the screens show for `COc1ccc(C(=O)Nc2cc(C(=O)c3ccccc3)c(C)oc2=O)cc1`?
S3 lipid droplet: inconclusive

Results for O=C(NCC(=O)N1CC(O)CC1C(=O)N1CC(O)CC1C(=O)OCc1ccccc1)OCc1ccccc1 (stereo not given) ?
S3 lipid droplet: inconclusive

How did O=C1CSC(=S)N1c1ccc(O)cc1 do in these assays?
S3 lipid droplet: inconclusive

Results for O=C(Nc1cc(C(F)(F)F)ccc1Cl)c1ccc(NC(=O)C(F)(F)F)cc1 ?
S3 lipid droplet: inconclusive

What do the screens show for `COc1ccc(CNc2nc3c(c(=O)n(Cc4ccc(F)cc4)c(=O)n3C)n2C)cc1`?
S3 lipid droplet: inconclusive

Going on with the list:
Results for COC(=O)c1cc(S(=O)(=O)NCc2ccccc2)c[nH]1 ?
S3 lipid droplet: inconclusive

How did CC(=O)c1cccc(OCc2cc(C(=O)N(C)CCC3CCOCC3)no2)c1 do in these assays?
S3 lipid droplet: inconclusive

How did CCc1ccc(C=NC23CN4CN(CN(C4)C2)C3)s1 do in these assays?
S3 lipid droplet: inconclusive

What do the screens show for `Cc1cc(Cl)c(OCCOCCN2CCCCC2)c(Br)c1`?
S3 lipid droplet: inconclusive

What do the screens show for `O=C(O)COc1c(-c2ccccc2)oc2ccccc2c1=O`?
S3 lipid droplet: 23µM*; S3 lipid droplet cell count max: 11*

What do the screens show for `COC(=O)c1ccc(S(=O)(=O)N2CCN(CCO)CC2)n1C`?
S3 lipid droplet: -14%

How did Cc1cc2nnc(SCC(=O)N3CCCCC3)n2c(N)n1 do in these assays?
S3 lipid droplet: 14%; S3 lipid droplet cell count max: -1

Results for Cc1ccc2c(c1)N(C(=O)CCC(=O)N1CCC(C(N)=O)CC1)CC(C)O2 (stereo not given) ?
S3 lipid droplet: -29%; S3 lipid droplet cell count max: 24

Results for O=C(CNC(=S)N(CCCN1CCOCC1)Cc1cccs1)NC1CC1 ?
S3 lipid droplet: 0%; S3 lipid droplet cell count max: 4

Results for Cc1ccc(-n2[nH]c(C)c(/C=N/NC(=O)c3ccc([N+](=O)[O-])cc3)c2=O)c(C)c1 ?
S3 lipid droplet: inconclusive

Results for c1ccc(-n2nnnc2-c2cnc(-c3ccncc3)nc2-c2cccs2)cc1 ?
S3 lipid droplet: -13%

Results for CC(=O)NC1C(Oc2ccc3c(C)cc(=O)oc3c2)OC(COC(C)=O)C(OC(C)=O)C1OC(C)=O (stereo not given) ?
S3 lipid droplet: inconclusive

What do the screens show for `Nc1nc(SCC(=O)Nc2ccc(Cl)c([N+](=O)[O-])c2)n[nH]1`?
S3 lipid droplet: inconclusive

Results for COc1ccc(CCNC(=O)c2ccccc2OCc2c(C)noc2C)cc1 ?
S3 lipid droplet: inconclusive

What do the screens show for `COC(=O)c1cc(=O)nc2sc(-c3cccs3)nn12`?
S3 lipid droplet: 1%; S3 lipid droplet cell count max: -13

What do the screens show for `Cc1ccccc1CNC(=O)CCCC(=O)n1nc(C)c2ccccc21`?
S3 lipid droplet: -2%; S3 lipid droplet cell count max: -17

What do the screens show for `O=C(O)CSc1nc2sc3c(c2c(=O)n1Cc1ccccc1)CCCCC3`?
S3 lipid droplet: 14%; S3 lipid droplet cell count max: 9

How did O=c1oc2ccccc2cc1-c1csc(Nc2nc3c(F)cccc3s2)n1 do in these assays?
S3 lipid droplet: inconclusive

Results for CCc1ccc2[nH]c(=O)c(CN(Cc3ccccc3OC)Cc3nnnn3Cc3ccco3)cc2c1 ?
S3 lipid droplet: inactive

What do the screens show for `O=C(CN1C2=NCCN2c2ccccc21)c1cccs1`?
S3 lipid droplet: 11%

Results for CCCCCCn1c(SCC(C)C)nc2c1c(=O)[nH]c(=O)n2C ?
S3 lipid droplet: inconclusive

How did Cc1nc(CNS(=O)(=O)c2cc([N+](=O)[O-])ccc2C)cs1 do in these assays?
S3 lipid droplet: 9%; S3 lipid droplet cell count max: 3

What do the screens show for `Cc1cc(C)cc(NC(=O)CSc2nnc(Cn3c(=O)sc4ccccc43)n2C)c1`?
S3 lipid droplet: -14%; S3 lipid droplet cell count max: -9

How did O=C(Nc1nc2nc(-c3ccccc3)cc(=O)n2[nH]1)c1ccc(F)cc1 do in these assays?
S3 lipid droplet: inconclusive

How did Cc1ccc(C(=O)NC(=C(Cl)Cl)S(=O)(=O)c2ccc(Cl)cc2)cc1 do in these assays?
S3 lipid droplet: inconclusive

What do the screens show for `CN(C)S(=O)(=O)c1ccc(Cl)c(NC(=O)CSc2nc3c(cc2C#N)C(=O)CC(C)(C)C3)c1`?
S3 lipid droplet: inconclusive

What do the screens show for `CCCCCCCC(=O)OC(CN1CCCCCC1)CN1CCCC1=O` (stereo not given)?
S3 lipid droplet: inconclusive

How did Cc1ccc(C)c(/C=N/n2cc(-c3ccccc3)[nH]c2=S)c1 do in these assays?
S3 lipid droplet: inconclusive

What do the screens show for `COc1ccc2cc(CN(CCc3ccccc3)Cc3nnnn3Cc3ccco3)c(=O)[nH]c2c1`?
S3 lipid droplet: 9%; S3 lipid droplet cell count max: -15

Results for CC(C)C(NS(=O)(=O)c1cccs1)C(=O)NCCN1CCN(c2ccccc2)CC1 (stereo not given) ?
S3 lipid droplet: 0%; S3 lipid droplet cell count max: 4

What do the screens show for `COc1ccc(C2C(C(=O)N3CCOCC3)CCC(=O)N2c2cc(OC)c(OC)c(OC)c2)cc1` (stereo not given)?
S3 lipid droplet: 5%; S3 lipid droplet cell count max: 4

What do the screens show for `Cc1ccc(NC(=O)/C(=C\c2ccc3c(c2)OCO3)NC(=O)c2ccco2)cc1`?
S3 lipid droplet: inconclusive

What do the screens show for `COc1cccc(-c2nn(C)c3sc(C(=O)NCc4ccccn4)cc23)c1`?
S3 lipid droplet: inconclusive

Results for CC(C)(C)OC(=O)NCCCC[C@H](NC(=O)c1[nH]cnc1C(=O)Nc1ccc(Cl)cc1)C(=O)OC(C)(C)C ?
S3 lipid droplet: -13%; S3 lipid droplet cell count max: -2

Results for O=C1C(Cl)=C(N2CCCCC2)C(=O)N1c1ccccc1 ?
S3 lipid droplet: 2%

What do the screens show for `CC(Oc1ccccc1)C(=O)OCC(=O)N1CC(=O)Nc2ccccc21` (stereo not given)?
S3 lipid droplet: inconclusive

What do the screens show for `Cc1ccc(CS(=O)(=O)CC(C)(O)c2ccccc2)cc1` (stereo not given)?
S3 lipid droplet: inactive; S3 lipid droplet cell count max: 15

How did COc1ccccc1C1CCN(c2ccc([N+](=O)[O-])cn2)CC1 do in these assays?
S3 lipid droplet: -5%; S3 lipid droplet cell count max: -13

Results for Cc1ccc(/C=N/NC(=O)c2ccoc2C)o1 ?
S3 lipid droplet: inconclusive

Results for CC(=O)NC1C(=O)N(CCN2CCOCC2)c2ccc(F)cc21 (stereo not given) ?
S3 lipid droplet: -2%; S3 lipid droplet cell count max: 9

How did COC(=O)c1ccc(/C=C2\SC(=S)N(CCCC(=O)NCCCN3CCOCC3)C2=O)cc1 do in these assays?
S3 lipid droplet: inconclusive

What do the screens show for `Fc1ccc(NCc2nnc3n2CCCCC3)cc1`?
S3 lipid droplet: inconclusive

Results for C[C@@H]1NC(=O)c2cc([N+](=O)[O-])cc(I)c2OCC[C@@H](C(N)=O)NC(=O)[C@H](CCCCN)NC1=O ?
S3 lipid droplet: -11%; S3 lipid droplet cell count max: -8

Results for CC(=O)c1ccc(-n2ccc(=O)cc2)cc1 ?
S3 lipid droplet: -9%; S3 lipid droplet cell count max: 1

How did COc1ccc(NC(=O)Nc2cnccn2)cc1OC do in these assays?
S3 lipid droplet: -11%

Results for COC(=O)c1ccccc1NC(=O)c1ccc(Cn2cc(Cl)cn2)o1 ?
S3 lipid droplet: 1%; S3 lipid droplet cell count max: -12

Results for COc1cc(C2Nc3ccccc3NC3=C2C(=O)CC(C)(C)C3)cc(OC)c1OC (stereo not given) ?
S3 lipid droplet: inactive; S3 lipid droplet cell count max: 1

How did CC1CCN(C(=O)c2ccc(S(=O)(=O)Cc3cc(F)ccc3F)c([N+](=O)[O-])c2)CC1 do in these assays?
S3 lipid droplet: inconclusive

Results for Cc1nn(Cc2ccc([N+](=O)[O-])cc2)c(=O)n1-c1ccccc1Cl ?
S3 lipid droplet: inconclusive

How did CCc1nnc(NC(=O)CSc2ccc(-c3ccco3)nn2)s1 do in these assays?
S3 lipid droplet: -4%; S3 lipid droplet cell count max: -10

What do the screens show for `CC(C)C(OC(=O)c1cccs1)C(=O)NCc1cccs1` (stereo not given)?
S3 lipid droplet: 3%; S3 lipid droplet cell count max: -20

What do the screens show for `CCc1c(C)c2ccc(OC(C)C(=O)NC(Cc3c[nH]c4ccc(O)cc34)C(=O)O)c(C)c2oc1=O` (stereo not given)?
S3 lipid droplet: inconclusive

Results for CC(O)C(NS(=O)(=O)c1ccc(Cl)cc1)C(=O)OCc1nnc(-c2ccccc2)o1 (stereo not given) ?
S3 lipid droplet: inconclusive

What do the screens show for `Cc1ccc(Cc2nnc(SCC(=O)Nc3ccccc3C)[nH]c2=O)cc1`?
S3 lipid droplet: 21%; S3 lipid droplet cell count max: 13

How did CCOC(=O)c1cnc(/N=C/N(C)C)s1 do in these assays?
S3 lipid droplet: 10%; S3 lipid droplet cell count max: 24

What do the screens show for `Cc1ccc(C)c(NC(=O)COC(=O)c2cccc(S(=O)(=O)N3CCCCC3)c2)c1`?
S3 lipid droplet: inconclusive

What do the screens show for `Cc1ccc(OCc2ccc(C(=O)Nc3nccs3)o2)cc1`?
S3 lipid droplet: inconclusive

What do the screens show for `CN(C)CCCSc1nc(-c2ccccc2)nc2c1CCC2`?
S3 lipid droplet: 3%; S3 lipid droplet cell count max: 0

Results for CCOC(=O)Cc1csc(NC(=O)C(NC(=O)C2CCC(C)CC2)C(C)C)n1 (stereo not given) ?
S3 lipid droplet: -7%; S3 lipid droplet cell count max: -19

How did O=C(c1cc([N+](=O)[O-])ccc1Cl)N1CCN(Cc2ccc3c(c2)OCO3)CC1 do in these assays?
S3 lipid droplet: inconclusive

How did Cn1nnnc1SCC(=O)NC1CCCCC1 do in these assays?
S3 lipid droplet: 6%; S3 lipid droplet cell count max: -11

Results for CCOC(=O)c1ccc(NC(=O)CSc2nc3c(c(=O)n2-c2ccccc2OC)SCC3)cc1 ?
S3 lipid droplet: inactive

Results for COc1cccc(C2C(C(=O)Nc3ccc(C)cc3C)=C(C)Nc3ncnn32)c1OC (stereo not given) ?
S3 lipid droplet: inconclusive

These rows are one share of the data; count on the stated rates, not on these rows.
